# Screens deposited in PubChem by National Center for Advancing Translational Sciences (NCATS).
# DRD3 antagonist: D3 dopamine receptor (human) antagonism. P35462. D3R cells, DiscoveRx beta-arrestin luminescence, antagonist mode; stronger effect = lower value. max response, negative = inhibition, %. 360,000 tested, 2.5% active; in the data active means max response below about -50%; inconclusive means no clear call, values can overlap the other calls; further: on the % scale 0 is the no-effect control and ±100 the full control effect; mostly tested at two doses, the higher about 12 µM
# Target sequence (P35462 whole entry, looked up): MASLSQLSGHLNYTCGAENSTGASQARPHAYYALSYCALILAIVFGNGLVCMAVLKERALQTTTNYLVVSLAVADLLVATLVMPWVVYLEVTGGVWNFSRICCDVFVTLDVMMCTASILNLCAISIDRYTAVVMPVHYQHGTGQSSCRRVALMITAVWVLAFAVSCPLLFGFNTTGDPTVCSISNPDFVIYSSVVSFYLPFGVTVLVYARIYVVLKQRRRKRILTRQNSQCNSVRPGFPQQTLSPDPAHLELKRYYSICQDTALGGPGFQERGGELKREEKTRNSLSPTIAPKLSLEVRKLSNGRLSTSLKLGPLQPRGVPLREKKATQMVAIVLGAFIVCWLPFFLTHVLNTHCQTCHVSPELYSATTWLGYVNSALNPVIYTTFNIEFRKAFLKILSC
#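 Cells expressing the human receptor were seeded at 1500 cells/well, incubated overnight at 37 degrees C in 5% CO2, then exposed to library compounds with dopamine controls for 90 minutes at 37 degrees C before luminescent detection.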
# D3 ag: activates the human D3 dopamine receptor; AID 652048; D3R DiscoveRx beta-arrestin cells, luminescence, 90 min; 410,000 tested, 0.58% active; max activation, %; P35462; in the data active means max activation above about 30%; further: 0% is about no effect; mostly tested at two doses, the higher about 12 µM
#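 Agonist-mode cell screen: cells plated at 1500/well and incubated overnight at 37 °C, then exposed to library compounds for 90 min at 37 °C. Detection reagent was added for 30–60 min at room temperature, and luminescence was read.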
# GLP1R cytotox: cytotoxicity counter-screen for GLP-1 receptor inverse agonists. HEK293 cAMP-luciferase reporter cells, luminescence, 24 h. Potency, µM (highest dose often 38.3 µM), for the others: at the highest dose activity change, negative = inhibition, usual class: inhibitors. 410,000 tested, 0.13% active. AID 624418;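 further: loss of luciferase light is scored as toxicity; potency means the concentration at half of the fitted maximal effect; on the % scale 0 is the no-effect control and ±100 the full control effect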
#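 Compound-treated cells are incubated 24 hr at 37 deg C under 5% CO2 after a 12 hour attachment period, then luciferase detection reagent is added and luminescence is measured following 12 min at room temperature; lowered signal indicates toxicity.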
# TDP43 rescue: TDP-43 toxicity inhibition in yeast. TDP-43 expressing yeast growth rescue, BacTiter-Glo, 24 h. Potency, µM (top dose mostly 46.1 µM), for the others: at the top dose growth rescue (activation), actives largely listed as activators. AID 652104. 410,000 tested, 1.8% active; further: potency means the concentration at half of the fitted maximal effect; % of control where 0% means no effect; nearly all actives have a fitted effect of over 50% in size
#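 Readout is BacTiter-Glo luminescence of cell growth, so inhibitors register as activators. TDP-43-expressing yeast at OD600=0.02 in galactose medium, after raffinose pregrowth to mid-log, were incubated with compound for 24 hr at 30 deg C.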
# PTHR1 agonist: PTHR1 (human) receptor agonism | HEK293 GP2 PTHR1 cells, GloSensor cAMP luminescence, 1 h | Potency, µM (titrated, usually from 115 µM), for the others: top-dose activation, hits mostly activators | 410,000 tested, 0.075% active; further: potency means the concentration at half of the fitted maximal effect; nearly all actives have a fitted effect of over 55% in size; some results filed as inactive show a strong effect at the top dose; inactives centre near -15; many of its hits are not listed in these tables
# Target sequence (Q03431 whole entry, looked up): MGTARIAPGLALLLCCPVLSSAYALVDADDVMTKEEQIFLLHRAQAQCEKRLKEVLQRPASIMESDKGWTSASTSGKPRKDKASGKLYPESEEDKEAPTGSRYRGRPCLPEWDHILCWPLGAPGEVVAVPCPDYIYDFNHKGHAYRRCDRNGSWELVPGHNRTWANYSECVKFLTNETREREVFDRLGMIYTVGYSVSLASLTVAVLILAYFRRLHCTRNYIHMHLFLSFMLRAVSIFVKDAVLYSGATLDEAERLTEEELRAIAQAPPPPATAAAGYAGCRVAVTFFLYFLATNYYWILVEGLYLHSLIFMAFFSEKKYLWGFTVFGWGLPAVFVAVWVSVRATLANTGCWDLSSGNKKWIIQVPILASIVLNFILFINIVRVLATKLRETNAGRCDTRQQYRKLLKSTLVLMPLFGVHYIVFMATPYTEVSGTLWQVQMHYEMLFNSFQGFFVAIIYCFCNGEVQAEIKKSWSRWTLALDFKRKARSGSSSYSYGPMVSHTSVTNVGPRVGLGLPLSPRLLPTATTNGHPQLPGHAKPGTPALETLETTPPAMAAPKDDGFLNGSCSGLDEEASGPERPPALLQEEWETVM
#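 HEK-293-derived GP2 cells expressing PTHR1 and a GloSensor cAMP reporter, 3,000/well, plated overnight, given luciferin plus IBMX (each 0.5 mM as added) for 1 h at 37 °C, then compound for 1 h at 37 °C. Luminescence was read after 15 min at room temperature.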
# aSyn yeast inh: alpha-synuclein toxicity inhibition in yeast; Potency, µM (doses to about 46.1 µM), inactives show at the highest dose growth rescue (activation), most hits filed as activators; AID 652106; Yeast expressing alpha-synuclein, growth rescue, BacTiter-Glo, 24 h; 370,000 tested, 0.14% active; further: potency means the concentration at half of the fitted maximal effect; % of control where 0% means no effect; nearly all actives have a fitted effect of over 65% in size
#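 Rescue of yeast growth: cells expressing toxic alpha-synuclein, induced in galactose at OD600 0.02, incubated with compound 24 h at 30 C. ATP luminescence quantified growth; inhibitors of toxicity appear as activators.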
# GLP1R ag: GLP-1 receptor (human) agonism | HEK293 GLP-1R CRE-luciferase, luminescence, 4-6 h; cells express a hypersensitive GLP-1R form | Potency, µM (top dose mostly 45.6 µM), without a hit: at the top dose activation, hits mostly activators | 380,000 tested, 0.007% active; further: potency means the concentration at half of the fitted maximal effect; % of control where 0% means no effect
# GLP1R inv ag: inverse agonists of human GLP-1 receptor | 410,000 tested, 1.6% active | Potency, µM (top dose mostly 38.3 µM), for inactives: at the highest dose activity change, negative = inhibition, usual class: inhibitors | HEK293 GLP-1R CRE-luciferase, luminescence, 24 h; GLP-1R form is constitutively active | AID 624417 | P43220; further: potency means the concentration at half of the fitted maximal effect; on the % scale 0 is the no-effect control and ±100 the full control effect; nearly all actives have a fitted effect of over 55% in size
#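 HEK293 cells stably co-expressing a cAMP-responsive luciferase reporter and constitutively active GLP-1R were seeded, incubated 12 h, then exposed to compounds for 24 h at 37 C. Luminescence was read 12 min after detection reagent; inverse agonists lower signal.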
# KB-V1 MDR tox: KB-V1 MDR subline cytotoxicity; Potency, µM (titrated, usually from 46.1 µM), without a hit: top-dose activity change, negative = cytotoxicity, most hits filed as cytotoxic; 400,000 tested, 3.4% active; KB-V1 MDR cells viability, CellTiter-Glo, 72 h; further: potency means the concentration at half of the fitted maximal effect; on the % scale 0 is the no-effect control and ±100 the full control effect; nearly all actives have a fitted effect of over 60% in size
#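 Cytotoxicity toward P-gp-expressing KB-V1 cells was determined as loss of CellTiter-Glo luminescence after 72 h at 37 degrees C. Compounds were tested in quantitative HTS format across a concentration range, with curves fitted to normalized data.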
# Numbers without * were called inactive; i = inactive; u = inconclusive; x = no result given; [ ] = another dose, or the depositor's remark. Unless noted, the call rests on the fitted dose curve; in most records, active means well fitted curve in the direction sought with a large enough effect; inconclusive means small, poorly fitted or top-dose-only effect, or another doubt; inactive means no such curve, though single readings can be large; an effect the other way counts as inactive or inconclusive.
structure	DRD3 antagonist	D3 ag	GLP1R cytotox	TDP43 rescue	PTHR1 agonist	aSyn yeast inh	GLP1R ag	GLP1R inv ag	KB-V1 MDR tox
COCCN1C(=O)CSCC1(C)C(=O)Nc1c(C)cccc1C (stereo unspecified)	6	-6	13%	12%	-8%	1%	x	-7%	-11%
O=C(CSC(=S)N1CCCCC1)N1N=CCC1c1ccccc1 (stereo unspecified)	-26	-32	0%	-11%	-6%[57.5 µM]	-4%	6%	0%	u
Cc1ccc(C(=O)O)cc1NC(=O)C1CCCN1S(=O)(=O)c1cccc2nsnc12 (stereo unspecified)	15	3	1%	0%	-20%	2%	-3%	-12%	u
CC(C)N(C(C)C)S(=O)(=O)c1ccc(NN)nc1	u	-14	u	-3%	26%	-6%	-4%	u	-19%
CC(=O)CCC(=O)OCC(=O)Nc1ccc(SC(F)F)cc1	-15	-2	-3%	-9%	i	-9%	4%	-17%	-1%
Cn1c(=O)[nH]c(=O)c2c1nc(Br)n2CC(O)COCc1ccccc1 (stereo unspecified)	43	3	-11%	17%	-9%	1%	-4%	9%	0%
COc1ccc(-c2cc(-c3n[nH]c(=S)n3-c3cccc4ccccc34)[nH]n2)cc1	1	12	12%	8%	i	5%	11%	66%[activator]	8%
Cn1nccc1CNC(=O)c1c(Cl)cnn1C	-1	1	-1%	-11%	i	-7%	-13%	19%	u
COc1ccc2c(c1)c1c(n2C(C)=O)C(OC(C)=O)=NCC1	16	24	-7%	14%	-8%[57.5 µM]	5%	11%	10%	u
CCCc1nc2ccc(NC(C)=O)cc2c(=O)n1Cc1ccc(Cl)cc1	4	6	-3%	13%	-4%	9%	u	27%	-4%

# 9 consecutive entries already listed:
structure	DRD3 antagonist	D3 ag	GLP1R cytotox	TDP43 rescue	PTHR1 agonist	aSyn yeast inh	GLP1R ag	GLP1R inv ag	KB-V1 MDR tox
O=C(CSC(=S)N1CCCCC1)N1N=CCC1c1ccccc1 (stereo unspecified)	-26	-32	0%	-11%	-6%[57.5 µM]	-4%	6%	0%	u
Cc1ccc(C(=O)O)cc1NC(=O)C1CCCN1S(=O)(=O)c1cccc2nsnc12 (stereo unspecified)	15	3	1%	0%	-20%	2%	-3%	-12%	u
CC(C)N(C(C)C)S(=O)(=O)c1ccc(NN)nc1	u	-14	u	-3%	26%	-6%	-4%	u	-19%
CC(=O)CCC(=O)OCC(=O)Nc1ccc(SC(F)F)cc1	-15	-2	-3%	-9%	i	-9%	4%	-17%	-1%
Cn1c(=O)[nH]c(=O)c2c1nc(Br)n2CC(O)COCc1ccccc1 (stereo unspecified)	43	3	-11%	17%	-9%	1%	-4%	9%	0%
COc1ccc(-c2cc(-c3n[nH]c(=S)n3-c3cccc4ccccc34)[nH]n2)cc1	1	12	12%	8%	i	5%	11%	66%[activator]	8%
Cn1nccc1CNC(=O)c1c(Cl)cnn1C	-1	1	-1%	-11%	i	-7%	-13%	19%	u
COc1ccc2c(c1)c1c(n2C(C)=O)C(OC(C)=O)=NCC1	16	24	-7%	14%	-8%[57.5 µM]	5%	11%	10%	u
CCCc1nc2ccc(NC(C)=O)cc2c(=O)n1Cc1ccc(Cl)cc1	4	6	-3%	13%	-4%	9%	u	27%	-4%

# More structures follow.
structure	DRD3 antagonist	D3 ag	GLP1R cytotox	TDP43 rescue	PTHR1 agonist	aSyn yeast inh	GLP1R ag	GLP1R inv ag	KB-V1 MDR tox
COc1cc2c(cc1OC)[C@@H](NC(=O)COc1ccccc1)[C@H](OCc1ccccc1)C2	62	4	3%	26%	-15%	2%	4%	-7%	6%
CCOC(=O)CC(NC(=O)CCc1c(C)nc2c(-c3ccccc3)c(C)nn2c1C)c1ccc(C)cc1 (stereo unspecified)	x	6	-16%	8%	-24%	x	-3%	-2%	-11%
C=CCOC(=O)/C(=C\c1ccccc1)NC(=O)c1ccc(C)cc1	-1	0	6%	17%	-27%	-4%	11%	-8%	0%
CCC(C)OC(=O)/C(C#N)=C\c1ccc(-c2ccccc2Cl)o1 (stereo unspecified)	x	-8	0%	20%	-17%	x	x	6%	12%
CCOC(=O)[C@H]1[C@H]2COc3ccc(Cl)cc3[C@@H]2N2C(=O)CN(Cc3ccc(Cl)cc3)C(=O)[C@@]12C	3	-13	1%	u	-5%	19%	0%	u	u
Cc1ccc(S(=O)(=O)NC(CCC(N)=O)C(=O)NCc2ccc3c(c2)OCO3)c(C)c1 (stereo unspecified)	-3	6	-14%	-6%	-2%	-3%	6%	-4%	17%
COc1cc(CN2CCCC(C)C2)ccc1OCc1ccccc1 (stereo unspecified)	-62*	-12	-4%	5%	i	1%	1%	u	-22%
CC1=C(C(=O)N(C)C)CC(CC(=O)NCC2CCCCC2)C(=O)N1Cc1ccccc1 (stereo unspecified)	4	1	-1%	20%	-8%	-2%	-5%	16%	-5%
O=C(Nc1cccc(NC(=O)c2ccco2)c1)c1ccc2c(c1)OCCO2	-14	-10	-24%	-20%[0.397 µM]	-46%	-8%	18%	15%	-16%
Brc1ccccc1C1=Nn2c(nnc2-c2ccccc2)SC1	-17	-15	-14%	u	i	6%	19%	u	u
Cc1cc[n+](CC(=O)c2cccc([N+](=O)[O-])c2)c2ccccc12	0	-13	18%	-9%	i	-1%	0%	-20%	19%
COc1ccc2cc(S(=O)(=O)N3CCN(C)CC3)ccc2c1	-5	4	0%	-15%	-6%	-1%	7%	-11%	7%
N#CC1=C(SCc2ccccc2)NC(=O)CC1c1cccc(O)c1 (stereo unspecified)	-11	-12	21%	-10%	i	-7%	-2%	6%	u
COc1ccccc1CC1CC(=O)N(c2cccc(Cl)c2C)C1=O (stereo unspecified)	2	1	2%	5%	-11%	-4%	-1%	6%	0%
CCCOC(=O)c1ccc(NC(=O)C(=O)NCCN(CC)CC)cc1	9	6	-22%	9%	i	7%	-3%	7%	-7%
CC(CN1CCCCCC1)C(=O)NN (stereo unspecified)	-2	2	10%	-17%	i	-3%	9%	3%	8%
COc1cc(Cl)c(C)cc1NC(=O)Cn1ncc2c(=O)oc3ccccc3c21	x	-8	-4%	-8%	-10%	x	-1%	-7%	-9%
C=CCn1c(SCC(=O)NC(=O)c2cccn2C)nc2ccccc2c1=O	14	0	-2%[7.66 µM]	-8%[9.22 µM]	-12%	-2%	16%	5%[7.66 µM]	-2%
O=C(CNC(=O)c1ccccc1)OCc1nnc(-c2ccc(Cl)cc2)o1	-15	-2	9%	11%	1%	0%	0%	16%	-3%
Cc1ccc(Sc2c(C)nn(-c3ccccc3)c2OC(=O)C(C)(C)C)cc1	x	-2	-4%	14µM*	-26%	x	x	-20%	2%
CCC(C)[C@H](NC(=O)NCc1ccc(Cl)cc1)C(=O)OC (stereo partly specified)	-4	3	-6%	10%	i	1%	-7%	u	21µM*
O=Cc1cn(-c2ccccc2)nc1-c1cc2cc(O)ccc2oc1=O	11	16	i	-40%[inhibitor]	-8%	-8%	-11%	0%	13%
COc1ccc(C/C(C)=N/NC(=S)Nc2ccccc2F)cc1	20	-1	u	21%	i	-8%	1%	-20%	6%
C=CCNC(=O)CN1C2CCCC1CC(NC(=O)c1ccccc1C)C2 (stereo unspecified)	20	-2	2%	17%	i	4%	3%	13%	-17%
COc1ccc(C(=O)N2CCc3cc(OC)c(OC)cc3C2)cc1OC	0	7	-13%	16%	i	-1%	3%	22%	u
O=C(NC12CC3CC(CC(C3)C1)C2)c1cccnc1Cl	3	-1	-5%	25%	7%	0%	-2%	-13%	10%
Cc1ccccc1CNC1CCCCC1	8	-11	18%	-1%	i	4%	0%	-10%	0%
Cc1ccc(C(=O)CC2(O)C(=O)N(Cc3ccccc3F)c3ccccc32)cc1 (stereo unspecified)	x	-3	9%	5%	-33%[inhibitor]	x	x	u	-22%
Cn1cc(Cl)c(-c2n[nH]c(=S)n2C2CCCCC2)n1	-5	4	-16%	13%	i	1%	4%	2%	3%
Cn1c(SCC(=O)NCc2ccco2)nnc1-c1cccs1	-17	-6	2%	6%	-27%[57.5 µM]	-2%	-16%	10%	7%
c1ccc(-c2noc(CN3CCN(c4cnccn4)CC3)n2)cc1	1	12	0%	4%	-16%	3%	11%	12%	-9%
CCSc1cc(N2CCCC2)nc(-c2ccccc2)n1	-17	3	3%	-10%	-4%[57.5 µM]	-16%	u	0%	0%
O=C1CS(=O)(=O)C2(C(=O)N(Cc3cccc(F)c3)c3ccccc32)N1c1ccccc1 (stereo unspecified)	x	4	-1%	6%	i	-2%	23%	-15%	3%
COc1ccc(-c2cc(CCC(=O)N3CCN(c4cc(C)ccc4C)CC3)[nH]n2)cc1	63	11	4%	u	-53%[inhibitor]	1%	-3%	-16%	-11%
Cc1sc2nc(SC3CCOC3=O)n(Cc3ccccc3)c(=O)c2c1C (stereo unspecified)	-3	2	1%	-2%	-9%	-1%	9%	-4%	-3%
O=C(NC(c1ccccc1)c1ccccc1)C1(c2cccs2)CCOCC1	22	10	-7%	7%	i	7%	1%	-26%	5.2µM*
CCC(C)(C)NC(=O)CN(CCc1cccc(C)c1)C(=O)c1csnn1	-1	-2	-3%	0%	-24%	0%	-4%	-16%	4%
Cc1ccc2oc(=O)c3cnn(CC(=O)N(CCC(C)C)Cc4ccco4)c3c2c1	13	7	1%	7%	i	0%	5%	-3%	-6%

# Not all compounds are listed (hit frequency here may not be typical).
